Screening results (PubChem BioAssay)
Lmaj promast = Leishmania major promastigote growth inhibition, primary screen; Leishmania major promastigotes, resazurin fluorescence viability; inhibition, % at 10 µM; hit rate 9% among 200,000; in the data active = inhibition above about 50%;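 also: promastigotes grown with compound for 44 hours at 28 °C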
ROMK mod = ROMK potassium channel modulators, primary screen, cell-based, thallium flux, MLSMR library | hit rate 2% among 130,000 | ATP-sensitive inward rectifier potassium channel 1 (Homo sapiens), P48048 | AID 1918, 2009 | B-score at 10 µM | Tet-inducible ROMK, thallium flux fluorescence; actives lie on both sides;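 active = signal ratio slope over the read window, or its plate-corrected B-score, at least 3 SD from the plate mean, either direction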;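 also: B-score of the F/F0 ratio slope over 7 to 12 s after thallium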
Target sequence (P48048 whole entry, looked up): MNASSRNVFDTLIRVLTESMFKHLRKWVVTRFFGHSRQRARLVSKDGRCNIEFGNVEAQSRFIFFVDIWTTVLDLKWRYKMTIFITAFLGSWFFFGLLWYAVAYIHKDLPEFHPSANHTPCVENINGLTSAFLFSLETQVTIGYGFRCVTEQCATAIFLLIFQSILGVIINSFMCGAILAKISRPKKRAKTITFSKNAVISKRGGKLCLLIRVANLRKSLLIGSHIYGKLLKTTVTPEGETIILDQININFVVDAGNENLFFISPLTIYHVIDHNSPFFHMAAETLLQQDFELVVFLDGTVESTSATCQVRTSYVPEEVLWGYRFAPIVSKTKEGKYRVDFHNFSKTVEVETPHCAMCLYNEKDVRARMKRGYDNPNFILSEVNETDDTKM
Redox H2O2 prof = compounds producing H2O2 with reducing agent – biochemical, NIH compound library profiling, artefact control for MLSCN library redox annotation, primary screen | DTT-dependent redox cycling H2O2, phenol red/HRP absorbance; 100% = 100 µM peroxide control, 0% = buffer | activation, % at 10 µM | hit rate 0.03% among 200,000 | AID 878, 2007;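 active = activation of at least 50% relative to the plate's high and low controls in the primary single-dose screen; inactive = activation below 50%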;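 also: compound incubated with DTT at 0.8 mM final as the reducing agent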
TLR4 MyD88 comp = inhibitors of TLR4-MyD88 association in cells, primary screen, cell-based, HeLa CL3-4, BLA complementation, FRET ratio | AID 861, 2007 | Toll-like receptor 4 (Homo sapiens) + Myeloid differentiation primary response protein … | hit rate 0.18% among 200,000 | HeLa CL3-4 TLR4/MyD88 BLA complementation | inhibition, % at 8.4 µM; in the data active = inhibition above about 25%;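 also: 0% = vehicle and 100% = reference inhibitor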
PPARg SRC1 recr = PPARgamma agonists recruiting SRC-1 coactivator, primary screen, biochemical | Peroxisome proliferator-activated receptor gamma (Homo sapiens), P37231 | PPARgamma-SRC-1 coactivator recruitment biochemical assay | hit rate 0.41% among 200,000 | activation, % at 8 µM | AID 631, 2007; in the data active = activation above about 19%;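 also: 0% = DMSO and 100% = reference agonist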
Target sequence (P37231 whole entry, looked up): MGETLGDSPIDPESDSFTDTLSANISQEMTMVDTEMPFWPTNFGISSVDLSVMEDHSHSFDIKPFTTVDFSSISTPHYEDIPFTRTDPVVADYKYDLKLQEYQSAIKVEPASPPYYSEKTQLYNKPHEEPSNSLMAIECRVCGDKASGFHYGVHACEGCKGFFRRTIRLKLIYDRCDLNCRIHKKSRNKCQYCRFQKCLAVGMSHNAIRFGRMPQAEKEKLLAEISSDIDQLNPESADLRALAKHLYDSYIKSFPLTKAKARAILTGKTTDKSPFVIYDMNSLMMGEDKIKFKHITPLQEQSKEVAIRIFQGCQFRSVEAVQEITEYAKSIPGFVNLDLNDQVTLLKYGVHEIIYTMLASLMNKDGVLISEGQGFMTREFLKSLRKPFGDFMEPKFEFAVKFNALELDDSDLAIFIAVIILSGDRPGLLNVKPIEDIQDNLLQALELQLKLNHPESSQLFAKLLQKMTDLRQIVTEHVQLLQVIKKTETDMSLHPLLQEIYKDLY
PPARg SRC-2 ag = agonists of PPARg-SRC-2 recruitment, primary screen, biochemical, HTS; Peroxisome proliferator-activated receptor gamma (Homo sapiens), P37231; PPARgamma LBD-SRC-2 recruitment; activation, % at 8 µM; hit rate 0.34% among 200,000; AID 1032, 2008; in the data active = activation above about 22%;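 also: 0% = vehicle and 100% = reference agonist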
TR-FRET SRC-2 ct = TR-FRET signal artefacts, primary screen, artefact control for PPARgamma SRC-2 agonist project, biochemical; TR-FRET ratio at 8 µM; hit rate 0.4% among 200,000; TR-FRET artefact counter-screen; hits give high values; in the data active = TR-FRET ratio above about 2000; also: inactives centre near 1500
bIAP inh = bovine intestinal alkaline phosphatase inhibitors, primary screen, selectivity assay for TNAP inhibitor project, biochemical, bovine IAP, CDP-star luminescence | alkaline phosphatase, intestinal [Bos taurus] | purified bovine IAP, 30 min | inhibition, % at 20 µM | 190,000 tested, under 10 active | AID 1019, 2008;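 active = over 50% inhibition of intestinal alkaline phosphatase at 20 µM in the single-dose screen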
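Incubation: 30 min reaction at room temperature / Material: purified bovine intestinal alkaline phosphatase (IAP) enzyme / Input: enzyme at 1/65,000,000 dilution / Dosing: 20 µM single dose / Signal: CDP-star luminescence signal / Reagent: CDP-star chemiluminescent phosphatase substrate, 30 µM final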
PPARg SRC3 recr = PPARgamma agonists recruiting SRC-3 coactivator, primary screen, biochemical. Peroxisome proliferator-activated receptor gamma (Homo sapiens), P37231. biochemical PPARgamma/SRC-3 coactivator recruitment assay. activation, % at 8 µM. hit rate 0.26% among 200,000; in the data active = activation above about 23%;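 also: 0% = DMSO and 100% = reference agonist; some compounds past the cut are filed as inactive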
S1P3 antagonist = S1P3 receptor antagonists, primary screen, cell-based; Sphingosine 1-phosphate receptor 3 (Homo sapiens), Q99500; CHO S1P3 NFAT-BLA reporter, FRET fluorescence, antagonist mode; inhibition, % at 4.98 µM; hit rate 0.27% among 170,000;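 active = inhibition above the plate cutoff, the mean inhibition of test wells on that plate plus 3 SD, cut at about 28% in these data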;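 also: cells challenged with S1P at its EC80 of 0.8 µM; blue over green emission ratio from cleaved BLA substrate after 4 h stimulation; 0% = S1P-stimulated wells and 100% = unstimulated DMSO-only wells; some compounds past the cut are filed as inactive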
bIAP activator = bovine intestinal alkaline phosphatase activators, primary screen, biochemical, bovine IAP, CDP-star luminescence. alkaline phosphatase, intestinal [Bos taurus]. activation factor at 20 µM. purified bovine IAP, 30 min; hits give high values; fold of DMSO-control signal, blank-subtracted. hit rate 0.17% among 200,000;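 active = activation factor of 2 or more at 20 µM, a signal rise over negative controls twice the positive control's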
* = called active by the depositor.

What do the screens show for `COc1ccccc1NC(=O)Cc1nc(CCl)cs1`?
Lmaj promast: 2; ROMK mod: -0.17; Redox H2O2 prof: 0.0; TLR4 MyD88 comp: -3; PPARg SRC1 recr: -8; PPARg SRC-2 ag: 1; TR-FRET SRC-2 ct: 1390; bIAP inh: 2; PPARg SRC3 recr: -2; S1P3 antagonist: -18; bIAP activator: 1

Results for Cc1no[n+]([O-])c1COc1ccccc1/C=C1\NC(=S)NC1=O ?
Lmaj promast: 25; ROMK mod: -1.4; Redox H2O2 prof: 0.5; TLR4 MyD88 comp: 8; PPARg SRC1 recr: 7; PPARg SRC-2 ag: 9; TR-FRET SRC-2 ct: 1703; bIAP inh: -22; PPARg SRC3 recr: -2; bIAP activator: 1.2

What do the screens show for `CCOC(=O)N1CCN(C(=O)CSc2ccc(-c3ccccc3OC)nn2)CC1`?
Lmaj promast: 5; ROMK mod: 0.74; Redox H2O2 prof: 0.0; TLR4 MyD88 comp: 3; PPARg SRC1 recr: 4; PPARg SRC-2 ag: -4; TR-FRET SRC-2 ct: 1630; bIAP inh: -2; PPARg SRC3 recr: -1; S1P3 antagonist: -6; bIAP activator: 1

How did COC(=O)C(C(=O)Nc1cccc(Cl)c1C)C1CCCC1 (stereo not given) do in these assays?
Lmaj promast: 0; ROMK mod: -0.11; Redox H2O2 prof: -0.1; TLR4 MyD88 comp: 9; PPARg SRC1 recr: -1; PPARg SRC-2 ag: -5; TR-FRET SRC-2 ct: 1453; bIAP inh: -11; PPARg SRC3 recr: -1; S1P3 antagonist: -13; bIAP activator: 1.1

How did Cc1ccc(C2=NC3(CCCC3)NC2=S)cc1 do in these assays?
Lmaj promast: 7; ROMK mod: -0.76; Redox H2O2 prof: -0.4; TLR4 MyD88 comp: 7; PPARg SRC1 recr: 6; PPARg SRC-2 ag: 0; TR-FRET SRC-2 ct: 1515; bIAP inh: 1; PPARg SRC3 recr: -2; S1P3 antagonist: 5; bIAP activator: 1

Results for CCOC(=O)C(NCCc1ccccc1F)(NC(=O)CC)C(F)(F)F (stereo not given) ?
Lmaj promast: 46; ROMK mod: 0.48; Redox H2O2 prof: 0.3; TLR4 MyD88 comp: 3; PPARg SRC1 recr: 6; PPARg SRC-2 ag: 0; TR-FRET SRC-2 ct: 1699; bIAP inh: 11; PPARg SRC3 recr: 0; S1P3 antagonist: -9; bIAP activator: 0.9

Results for Cc1cccc(N2CCN(S(=O)(=O)c3cnc[nH]3)CC2)c1C ?
Lmaj promast: -6; Redox H2O2 prof: -2.3; TLR4 MyD88 comp: -11; PPARg SRC1 recr: 3; PPARg SRC-2 ag: 1; TR-FRET SRC-2 ct: 1470; bIAP inh: -4; PPARg SRC3 recr: 8; S1P3 antagonist: 7; bIAP activator: 1

How did COc1ccc(C(=O)NC(=O)Nc2cc(C)ccn2)cc1 do in these assays?
Lmaj promast: 6; ROMK mod: -0.28; Redox H2O2 prof: -3.9; TLR4 MyD88 comp: 4; PPARg SRC1 recr: 7; PPARg SRC-2 ag: 0; TR-FRET SRC-2 ct: 1610; bIAP inh: 2; PPARg SRC3 recr: -6; S1P3 antagonist: 7; bIAP activator: 1

How did O=C(c1cn(-c2ccccc2)nc1-c1cccnc1)N1CCCCC1 do in these assays?
Lmaj promast: -1; ROMK mod: 0.2; Redox H2O2 prof: -3.1; TLR4 MyD88 comp: -5; PPARg SRC1 recr: 6; PPARg SRC-2 ag: 0; TR-FRET SRC-2 ct: 1753; bIAP inh: 0; PPARg SRC3 recr: 9; bIAP activator: 1

Results for CCn1c(SCc2nc(-c3ccccc3)no2)nc2ccccc21 ?
Lmaj promast: -5; Redox H2O2 prof: -0.9; TLR4 MyD88 comp: -9; PPARg SRC1 recr: 8; PPARg SRC-2 ag: -3; TR-FRET SRC-2 ct: 1489; bIAP inh: 17; PPARg SRC3 recr: 10; S1P3 antagonist: -30; bIAP activator: 0.8

How did OCCN(CCO)c1nc(N2CCCCC2)c2nc(N(CCO)CCO)nc(N3CCCCC3)c2n1 do in these assays?
Lmaj promast: 2; Redox H2O2 prof: -0.7; TLR4 MyD88 comp: 10; PPARg SRC1 recr: 9; PPARg SRC-2 ag: 8; TR-FRET SRC-2 ct: 1670; bIAP inh: 8; PPARg SRC3 recr: 4; S1P3 antagonist: 1; bIAP activator: 0.9

Results for COc1ccccc1CNC(=O)c1ccccc1OCc1ccc(F)cc1 ?
Lmaj promast: 32; Redox H2O2 prof: -0.1; TLR4 MyD88 comp: -10; PPARg SRC1 recr: -2; PPARg SRC-2 ag: 5; TR-FRET SRC-2 ct: 1625; bIAP inh: 10; PPARg SRC3 recr: 2; S1P3 antagonist: -12; bIAP activator: 0.9

Results for CCN(CC)CCOC(=O)c1ccc(NC(=O)c2ccc(Cl)c(S(=O)(=O)N3CCCCCC3)c2)cc1 ?
Lmaj promast: -3; ROMK mod: -0.76; Redox H2O2 prof: 0.4; TLR4 MyD88 comp: 0; PPARg SRC1 recr: 4; PPARg SRC-2 ag: 3; TR-FRET SRC-2 ct: 1637; bIAP inh: 16; PPARg SRC3 recr: -2; S1P3 antagonist: -2; bIAP activator: 0.8

What do the screens show for `O=[N+]([O-])c1cc(/C=N/n2cnnc2)ccc1N1CCCC1`?
Lmaj promast: 11; ROMK mod: 1.4; Redox H2O2 prof: -0.6; TLR4 MyD88 comp: 11; PPARg SRC1 recr: 0; PPARg SRC-2 ag: 0; TR-FRET SRC-2 ct: 1728; bIAP inh: -3; PPARg SRC3 recr: 5; S1P3 antagonist: 1; bIAP activator: 1

How did Clc1cccc(/C(Cc2nc3ccccc3[nH]2)=N\Nc2ccccc2)c1 do in these assays?
Lmaj promast: 40; Redox H2O2 prof: -0.2; TLR4 MyD88 comp: 5; PPARg SRC1 recr: -4; PPARg SRC-2 ag: 3; TR-FRET SRC-2 ct: 1561; bIAP inh: -6; PPARg SRC3 recr: 4; S1P3 antagonist: 3; bIAP activator: 1.1

How did CCCS(=O)(=O)c1c(S(=O)(=O)CCC)c2cnccn2c1C(=O)c1ccc(F)cc1 do in these assays?
Lmaj promast: -3; ROMK mod: 0.16; Redox H2O2 prof: 0.4; TLR4 MyD88 comp: 6; PPARg SRC1 recr: 2; PPARg SRC-2 ag: 8; TR-FRET SRC-2 ct: 1480; bIAP inh: -2; PPARg SRC3 recr: -3; S1P3 antagonist: -6; bIAP activator: 1

Results for CN1CCNC(=O)C1CC(=O)N1CC=C(c2ccc(F)cc2)CC1 (stereo not given) ?
Lmaj promast: -1; ROMK mod: -0.13; Redox H2O2 prof: 1.0; TLR4 MyD88 comp: -15; PPARg SRC1 recr: 2; PPARg SRC-2 ag: -1; TR-FRET SRC-2 ct: 1534; bIAP inh: -5; PPARg SRC3 recr: -1; S1P3 antagonist: 3; bIAP activator: 1.1

Results for CNC(=S)NNC(=O)Cc1ccccc1 ?
Lmaj promast: -8; Redox H2O2 prof: 2.2; TLR4 MyD88 comp: 3; PPARg SRC1 recr: -4; PPARg SRC-2 ag: -1; TR-FRET SRC-2 ct: 1656; bIAP inh: -18; PPARg SRC3 recr: 3; bIAP activator: 1.2

Results for Cc1nc(N)nc(OCC(F)(F)C(F)F)c1Br ?
Lmaj promast: -4; Redox H2O2 prof: 0.3; TLR4 MyD88 comp: 10; PPARg SRC1 recr: 4; PPARg SRC-2 ag: 4; TR-FRET SRC-2 ct: 1531; bIAP inh: 4; PPARg SRC3 recr: 14; bIAP activator: 1

How did O=C(CSc1c[nH]c2ccccc12)NCc1ccc2c(c1)OCO2 do in these assays?
Lmaj promast: 0; Redox H2O2 prof: -0.4; TLR4 MyD88 comp: -15; PPARg SRC1 recr: -1; PPARg SRC-2 ag: 1; TR-FRET SRC-2 ct: 1398; bIAP inh: 42; PPARg SRC3 recr: -2; bIAP activator: 0.6

What do the screens show for `CCOC(=O)c1ccc(NC(=O)CN2CCN(CCN=CC3=C(O)CC(C)(C)CC3=O)CC2)cc1`?
Lmaj promast: -4; Redox H2O2 prof: -1.2; TLR4 MyD88 comp: -5; PPARg SRC1 recr: 1; PPARg SRC-2 ag: 4; TR-FRET SRC-2 ct: 1573; bIAP inh: 0; PPARg SRC3 recr: 2; S1P3 antagonist: -6; bIAP activator: 1

Results for CCOc1ccc(C(=O)c2ccccc2C(=O)O)cc1OCC ?
Lmaj promast: -7; ROMK mod: -0.6; Redox H2O2 prof: 0.0; TLR4 MyD88 comp: 15; PPARg SRC1 recr: 0; PPARg SRC-2 ag: 0; TR-FRET SRC-2 ct: 1422; bIAP inh: 9; PPARg SRC3 recr: -3; S1P3 antagonist: -13; bIAP activator: 0.9

Results for O=C(Nc1ccccc1)c1ccccc1Oc1ccc(C(F)(F)F)cc1[N+](=O)[O-] ?
Lmaj promast: 9; ROMK mod: 0.35; Redox H2O2 prof: -0.1; TLR4 MyD88 comp: -10; PPARg SRC1 recr: 6; PPARg SRC-2 ag: 8; TR-FRET SRC-2 ct: 1545; bIAP inh: 0; PPARg SRC3 recr: -1; S1P3 antagonist: 12; bIAP activator: 1

Results for COc1ccc(/C(C)=N\NS(=O)(=O)c2ccccc2)cc1OC ?
Lmaj promast: 37; Redox H2O2 prof: 0.1; TLR4 MyD88 comp: 3; PPARg SRC1 recr: -6; PPARg SRC-2 ag: -1; TR-FRET SRC-2 ct: 1623; bIAP inh: 2; PPARg SRC3 recr: 1; S1P3 antagonist: 7; bIAP activator: 1

How did COc1nccnc1NS(=O)(=O)c1ccc(NC(=S)NC(=O)c2ccc(F)c(F)c2)cc1 do in these assays?
Lmaj promast: -7; Redox H2O2 prof: -0.2; TLR4 MyD88 comp: -14; PPARg SRC1 recr: -2; PPARg SRC-2 ag: 0; TR-FRET SRC-2 ct: 1655; bIAP inh: 19; PPARg SRC3 recr: 2; S1P3 antagonist: -4; bIAP activator: 0.8

Results for Cc1nc2sc(C)c(C)c2c(=O)[nH]1 ?
Lmaj promast: -9; Redox H2O2 prof: 1.6; TLR4 MyD88 comp: 1; PPARg SRC1 recr: 3; PPARg SRC-2 ag: -4; TR-FRET SRC-2 ct: 1463; bIAP inh: -4; PPARg SRC3 recr: 8; S1P3 antagonist: -4; bIAP activator: 1
